S3 lipid droplet – qHTS Assay for Lipid Storage Modulators in Drosophila S3 Cells | Drosophila S3 cells, BODIPY lipid droplet fluorescence, 18-24 h; cells fed with added oleic acid | 320,000 tested, 0.64% active | lipid storage change, negative = inhibition, % at the top dose, mostly 46.1 µM; hits show Potency in µM; active = well fitted inhibition curve with a large enough effect in the signal ratio, with a control signal flat, not every such curve was filed as active; inconclusive = small, poorly fitted or top-dose-only effect, or effect the other way, or a change in a side signal; the % refers to the signal ratio
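Laser-scanning cytometry quantifies lipid droplet accumulation (500–530 nm total intensity; droplet/cell object ratio) in oleic acid-fed (400 uM added) Drosophila S3 cells treated with a concentration series. 20 uM Triacsin C defined 100% inhibition.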
S3 lipid droplet cell count max – also measured in S3 lipid droplet; calls as there; cell number change, %; measured here: cell count max response;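 cells counted by Cell Tracker Red CMTPX staining in the red channel; peak over a dose series mostly up to 46.1 µM; percent activity relative to internal control wells on each plate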
The depositor's hits bear a star; i = inactive; ? = inconclusive; . = no result given. % is scaled to controls: 0 for no effect and ±100 for the full control effect; potency is read from the fitted curve at half-maximal effect. An excerpt; count on the stated rates, not on these rows.

S3 lipid droplet	S3 lipid droplet cell count max	canonical_smiles
?	.	CN(c1ccccc1)S(=O)(=O)c1cccc(NC(=O)CCNC(=O)c2ccc(Cl)cc2)c1
?	.	CC#CC[N+](C)(C)CC(=O)c1ccccc1
6%	17	Cc1ccc(SCCC(=O)NCC2CCCO2)cc1 (centres undefined)
?	.	COc1ccc(-n2nc([N+](=O)[O-])c(=NCCc3ccc(Cl)cc3)n2O)cc1
i	8	CCOc1cccc(C(=O)Nc2ccc(S(=O)(=O)Nc3cc(C)on3)cc2)c1
4%	1	CCOC(=O)NC(=O)CSc1nc2ccc([N+](=O)[O-])cc2[nH]1
?	.	COc1ccc(NC(=O)C(c2ccc(Cl)cc2)C(C)C)cn1 (centres undefined)
?	.	Cc1ccc(CNC(=O)C2CCC(CNS(=O)(=O)c3cccs3)CC2)cc1 (centres undefined)
13%	2	O=C(CCc1ccc(Oc2cc([N+](=O)[O-])cc([N+](=O)[O-])c2)cc1)Nc1cccc(Cl)c1
-5%	9	CCCCNCCCOc1cccc(Cl)c1Cl
-22%	-15	O=[N+]([O-])c1ccc(NCCOc2ccccc2Cl)nc1
?	.	O=C1OCCC1Sc1nc2cc(Cl)ccc2s1 (centres undefined)
15%	17	CCN(c1ccccc1)S(=O)(=O)c1ccc(Cl)c(NC(=O)CN(C)C2CCN(C)CC2)c1
i	-9	O=C(NCCN=C1NS(=O)(=O)c2ccccc21)c1ccncc1
?	.	CC1CC(C)CN(Cc2nc(N)nc(Nc3ccccc3)n2)C1 (centres undefined)
?	.	Cc1cscn1
-2%	-4	Nc1ccccc1C#CCCCCO
?	.	CCOC(=O)c1c(NC(=O)C2CCCCC2C(=O)O)sc2c1CCCCC2 (centres undefined)
?	.	CC(Sc1nnc(Cc2cccs2)n1C1CCCCC1)C(=O)NCc1ccco1 (centres undefined)
i	10	Cc1ccc2cc(CN(CC3CCCO3)C(=O)c3cccs3)c(=O)[nH]c2c1 (centres undefined)
i	-17	N#C/C(=C\c1cn[nH]c1-c1ccc(Cl)cc1)C(=O)NC1CC1
4%	9	O=C(O)c1ccc(/C=C2/SC(=S)N(Cc3ccccc3)C2=O)cc1
?	.	CCN(c1ccc(NC(=O)CSc2nnc3nc(C)cc(C)n23)cc1)C(C)C
?	.	Nc1nc(-c2cccnc2)nn1C(=O)COc1ccccc1
?	.	CC(C)(C)n1nc2c(c1NC(=O)c1cccs1)CS(=O)C2 (centres undefined)
?	.	N/C(=N\OC(=O)/C=C/c1ccccc1Cl)c1ccncc1
?	.	CC(C)Oc1ccc(S(=O)(=O)N2CCOCC2)cc1NC(=O)CC1OC(=O)c2ccccc21 (centres undefined)
22%	2	Cc1noc(NS(=O)(=O)c2ccc(N/C=C/C(=O)c3ccc4c(c3)OCO4)cc2)c1C
?	.	COCCCn1c(SC(C)C(=O)Nc2c(C)n(C)n(-c3ccccc3)c2=O)n[nH]c1=O (centres undefined)
?	.	COc1ccccc1NC(=O)Cc1cccs1
11%	-1	O=c1cc(-c2ccc(O)cc2)oc2ccc(O)cc12
6%	9	COc1ccc(C(=O)NC(C(=O)NCC(=O)Nc2c(C)cccc2C)C(C)C)cc1 (centres undefined)
?	.	CC(C)n1cc(/C(N)=N/O)c(=O)n(Cc2ccccc2)c1=O
?	.	CCOC(=O)/N=C(/NC(=O)Nc1ccc(C(=O)OCC)cc1)OC
?	.	NC(=O)C1CCCCc2c1[nH]c1ccc(Cl)cc21 (centres undefined)
?	.	Cc1ccc(S(=O)(=O)NC(C)C(c2cccs2)N2CCOCC2)cc1 (centres undefined)
?	.	Cc1onc(-c2ccccc2Cl)c1C(=O)N1CCCCC1
?	.	COc1ccc(NC(=O)CSc2nccn2Cc2ccco2)c(OC)c1
i	-4	CCn1c(SCC(=O)NCCc2ccccc2)nc2c(c1=O)SC(C)C2 (centres undefined)
?	.	CC(C)Cc1nnc(NC(=O)CN2C(=O)C3CCCCC3C2=O)s1 (centres undefined)

Reprinted from the part before: 7 entries, followed by the next part.
S3 lipid droplet	S3 lipid droplet cell count max	canonical_smiles
?	.	CCOC(=O)/N=C(/NC(=O)Nc1ccc(C(=O)OCC)cc1)OC
?	.	NC(=O)C1CCCCc2c1[nH]c1ccc(Cl)cc21 (centres undefined)
?	.	Cc1ccc(S(=O)(=O)NC(C)C(c2cccs2)N2CCOCC2)cc1 (centres undefined)
?	.	Cc1onc(-c2ccccc2Cl)c1C(=O)N1CCCCC1
?	.	COc1ccc(NC(=O)CSc2nccn2Cc2ccco2)c(OC)c1
i	-4	CCn1c(SCC(=O)NCCc2ccccc2)nc2c(c1=O)SC(C)C2 (centres undefined)
?	.	CC(C)Cc1nnc(NC(=O)CN2C(=O)C3CCCCC3C2=O)s1 (centres undefined)
?	.	O=C(CS(=O)(=O)Cc1ccccc1)Nc1ncccn1
7%	13	CCCC(OC(=O)CN1C(=O)COc2ccccc21)C(=O)NC1CCCC1 (centres undefined)
?	.	Cc1ccc(F)cc1NC(=O)CCc1c(C)[nH]c(=O)c(C#N)c1C
?	.	O=C(Nc1cc(S(=O)(=O)Nc2ccc(Cl)cc2)ccc1O)c1ccc(S(=O)(=O)N2CCCCCC2)cc1
-5%	1	CCc1c(O)nc(SC2CC(=O)N(c3ccccc3)C2=O)[nH]c1=O (centres undefined)
10%	4	COCCN(C(=O)c1ccco1)c1nnc(-c2ccc(OC)c(OC)c2)s1
i	.	CCN(CC)C(=O)CSc1nc2ccccc2c(=O)n1-c1ccccc1OC
-3%	2	CC(NCc1ccc(S(N)(=O)=O)cc1)C(=O)NCc1ccccc1 (centres undefined)
?	.	CSc1sc(C(=O)N(C)C)cc1S(=O)(=O)C(C)C
?	.	Cc1cc(Cl)ccc1OCC(=O)NCCCn1ccnc1
?	.	Cc1ccc2nc(NC(=O)CSc3nc4ccccc4o3)sc2c1
20%	58	CCN1CCCC1CNC(=O)Cn1nc(C)n2nc(-c3ccccc3)cc2c1=O (centres undefined)
?	.	Cc1ccc(S(=O)(=O)N/N=C/c2cccc3nccnc23)cc1
i	-20	Cn1c(=O)[nH]c(=O)c2c1nc(NCc1ccccc1)n2Cc1ccc(F)cc1
2%	7	CC(C)C(=O)N1CCN(c2ccccc2NC(=O)c2ccc(C#N)cc2F)CC1
15%	5	CCOc1cc(/C=C/c2nc3ccccc3c(=O)[nH]2)cc(Br)c1OC
?	.	Cc1ccc(C)c(N(CC(=O)NC2CCCCC2)C(=O)CNC(=O)c2ccco2)c1
-1%	-2	CCc1ccc(N2CC(C(=O)NCc3ccco3)CC2=O)cc1 (centres undefined)
?	.	CCOC(=O)C1CCCN(C(=O)c2ccc(NC(=O)CC3SC(N4CCCC4)=NC3=O)cc2)C1 (centres undefined)
9%	3	CN(C)c1nccc(NCc2ccccc2)c1C#N
?	.	O=C(NCCCN1CCOCC1)/C(=C/c1ccc(F)cc1)NC(=O)c1ccccc1
?	.	COc1cc(OC)c(NC(=O)c2ccc(F)cc2)cc1Cl
?	.	C[n+]1c2n(c3ccccc31)N=C(c1ccc(-c3ccccc3)cc1)CS2
?	.	CN(C)S(=O)(=O)c1ccc(N2CCCC2)c(C(=O)N2CCN(S(=O)(=O)c3cccc(F)c3)CC2)c1
?	.	COCCNS(=O)(=O)c1ccc(OCC(=O)OC)c(Cl)c1
-4%	22	O=C(c1ccc(Cl)cc1)N1CCC(N2CCC(C(=O)N3CCOCC3)CC2)CC1
?	.	C#C[C@]1(O)CC[C@H]2[C@@H]3CCc4cc(OC5CCCC5)ccc4[C@H]3CC[C@@]21C
?	.	O=C1CSC(=NC2CCCCC2)N1
?	.	O=C(N/N=C/c1ccco1)c1cc2ccccc2o1
-5%	9	CCOc1ccc(NC(=S)N(C)C)cc1
7%	5	CC(=O)c1c(COC(=O)c2ccc(F)cc2)nc2ccccc2[n+]1[O-]
?	.	COC(=O)c1ccc(NC(=O)CSc2nc3ncccc3[nH]2)cc1
2%	11	O=C(Nc1ccc(C(=O)O)cc1)/C(=C\c1ccco1)NC(=O)c1ccccc1Cl
7%	-10	O=C(Cn1nc(C(F)(F)F)c2c1CCC2)Nc1ccccc1C(F)(F)F
i	.	CCOc1cc(C(=O)NC)cc(Br)c1OC
7%	5	CCC(=O)NCCCCCCCCCNC(=O)CC
13%	1	Cn1cc(C(=O)N/N=C/C=C/c2ccccc2)ccc1=O
?	.	O=S(=O)(c1ccc(NC(=S)NN=C2CCCCC2)cc1)N1CCOCC1
10%	-7	COc1ccc(NC(=O)CN2CCN(CC(=O)Nc3ccc4c(c3)OCO4)CC2)cc1
i	4	CCCn1c(C2CCCN2c2nc(C)cs2)nc2cc(Cl)c(Cl)cc21 (centres undefined)
?	.	CCn1nc(NC(=O)Cc2ccc(OC)cc2)c2cc3cccc(C)c3nc21
-13%	5	COc1cc(NC(=O)c2cc3ccccc3o2)c(OC)cc1Cl
?	.	Cc1ccc(C(=O)NC(=S)Nc2ccccc2C)cc1
?	.	COc1ccc(CC(C)NS(=O)(=O)c2ccc3c(c2)CCN3S(C)(=O)=O)cc1OC (centres undefined)
-1%	11	O=C(CCN1CCCC1=O)NC1CCCc2c1cnn2-c1ccccc1F (centres undefined)
-24%	-24	Cc1cc2[nH]c(=O)c(=O)[nH]c2cc1S(=O)(=O)Nc1ccccc1F
?	.	O=C(COC(=O)CCN1C(=O)c2ccccc2C1=O)Nc1ccccc1[N+](=O)[O-]
i	.	O=C(Cn1cc([N+](=O)[O-])cn1)N1CCN(c2ccccc2)CC1
0%	2	Cc1cccc(Cn2c(Cc3ccccc3)nc3ccccc32)c1
?	.	CN(c1ccccc1C(=O)Nc1ccc(S(=O)(=O)N2CCOCC2)cc1)S(=O)(=O)c1ccccc1

Next compounds.
S3 lipid droplet	S3 lipid droplet cell count max	canonical_smiles
?	.	CCOC(=O)c1cc(CC)sc1NC(=O)CN1C(=O)C(=O)N(CC(C)C)C1=O
?	.	COc1ccccc1N(C1=NCCCS1)S(=O)(=O)c1ccc(C(C)(C)C)cc1
?	.	N#Cc1ccccc1NC(=O)CN1CCN(c2ccccn2)CC1
?	.	CCOc1cccc(C(=O)N(Cc2ccc(F)cc2)C2CCS(=O)(=O)C2)c1 (centres undefined)
12%	-6	COc1ccc(/C=C/C(=O)c2ccc(OC)cc2O)cc1
9%	-6	Cc1nc(NC(=O)c2cc(-n3cnnc3)ccc2Cl)ccc1Br
?	.	COc1ccc2nc(C)cc(N3CCN(S(=O)(=O)c4ccccc4F)CC3)c2c1
?	.	CC(=O)c1ccc(N(C(=O)CNC(=O)c2ccco2)C(C(=O)NC2CCCC2)c2ccco2)cc1 (centres undefined)
?	.	c1cc2c(cc1Nc1nc(-c3ccc4c(c3)OCO4)cs1)OCCO2
0%	-5	CS(=O)(=O)N(C(=O)NC(=O)NC1CCS(=O)(=O)C1)C1CCCCC1 (centres undefined)

Ordered by length of the SMILES (descending): three of the compounds above.
S3 lipid droplet	S3 lipid droplet cell count max	canonical_smiles
?	.	CC(=O)c1ccc(N(C(=O)CNC(=O)c2ccco2)C(C(=O)NC2CCCC2)c2ccco2)cc1 (centres undefined)
0%	-5	CS(=O)(=O)N(C(=O)NC(=O)NC1CCS(=O)(=O)C1)C1CCCCC1 (centres undefined)
9%	-6	Cc1nc(NC(=O)c2cc(-n3cnnc3)ccc2Cl)ccc1Br

Next part
S3 lipid droplet	S3 lipid droplet cell count max	canonical_smiles
7%	9	COc1cccc(/C=C2\C=C(c3ccc(C)cc3)OC2=O)c1OC(C)=O
?	.	Cc1csc(NC(=O)CSc2nnc(C)c(=O)n2N)n1
?	.	Cc1ccc(CC2CC(=O)N(c3ccc(C)cc3)C2=O)cc1 (centres undefined)
7%	1	COc1ccc(CC(NC(C)=O)C(=O)NC2CCN(c3c4c(nc5ncnn35)CCC4)CC2)cc1 (centres undefined)
7%	-3	COc1ccccc1OCc1nnc(SCC(=O)NCc2ccco2)n1Cc1ccco1
?	.	Cc1[nH]c2ccccc2c1C(=O)CNc1nccs1
?	.	COc1ccc(S(=O)(=O)N2CCN(C(=O)[C@@H]3CCC(=O)N3C3OC(=O)c4ccccc43)CC2)cc1 (some centres undefined)
9%	12	S=C(NC1CCCCC1)N1CCN(Cc2ccccc2)CC1
?	.	CCN(CC)C(=O)Cn1cc(S(=O)(=O)CC(=O)Nc2ccc(C(N)=O)cc2)c2ccccc21
?	.	CCSc1nnc(NC(=O)CCN2C(=O)C3CCCCC3C2=O)s1 (centres undefined)

Next section; the last 2 above are carried over.
S3 lipid droplet	S3 lipid droplet cell count max	canonical_smiles
?	.	CCN(CC)C(=O)Cn1cc(S(=O)(=O)CC(=O)Nc2ccc(C(N)=O)cc2)c2ccccc21
?	.	CCSc1nnc(NC(=O)CCN2C(=O)C3CCCCC3C2=O)s1 (centres undefined)
27%	-3	O=C(Nc1nc2ccc(Cl)cc2s1)c1ccc(N2CCCCC2)c([N+](=O)[O-])c1
29%	9	CC(=O)C1=C(C)NC(=S)NC1c1cccc([N+](=O)[O-])c1 (centres undefined)
22%	-7	Cc1occc1-c1nnc(-c2cc([N+](=O)[O-])cc([N+](=O)[O-])c2)o1
-12%	.	COC(=O)c1ccc(OCC(O)CN(CCO)CC(O)Cn2ccc3ccccc32)cc1 (centres undefined)
?	.	Cn1cc(S(=O)(=O)N2CCCC2)cc1C(=O)Nc1cccc(C(F)(F)F)c1
14%	1	O=C(Nc1ccc(N2CCCC2)cc1)c1ccc(Br)o1
?	.	O=C(COc1cccc(Br)c1)N/N=C1\CCCc2ccccc21
